# FBW7 activator – activators of human E3 ligase FBW7; normalized activity (activation), % at 26.1 µM; AlphaScreen FBW7–phospho-cyclin E peptide binding, activator screen; 0.13% of 650,000 active; Q969H0; in the data active means normalized activity above about 1.9%;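 further: purified mutant Fbw7 with reduced substrate affinity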
# TEAD-YAP inh – TEAD-YAP interaction inhibition | HEK-TIYL cells, TEAD-Gal4/YAP UAS-luciferase luminescence | inhibition, % at 9.12 µM | 1.4% of 640,000 active | AID 1259422; in the data active means inhibition above about 32%;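 further: 0% = median of test compound wells and 100% = reference inhibitor wells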
# GPR151 ag – human GPR151 activation; Q8TDV0; PathHunter beta-arrestin GPR151 cells, luminescence; activation, % at 11.2 µM; 1% of 650,000 active; AID 1508602; in the data active means activation above about 4.9%;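 further: 0% = median of compound wells and 100% = cells with positive control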
# Target sequence (Q8TDV0 whole entry, looked up): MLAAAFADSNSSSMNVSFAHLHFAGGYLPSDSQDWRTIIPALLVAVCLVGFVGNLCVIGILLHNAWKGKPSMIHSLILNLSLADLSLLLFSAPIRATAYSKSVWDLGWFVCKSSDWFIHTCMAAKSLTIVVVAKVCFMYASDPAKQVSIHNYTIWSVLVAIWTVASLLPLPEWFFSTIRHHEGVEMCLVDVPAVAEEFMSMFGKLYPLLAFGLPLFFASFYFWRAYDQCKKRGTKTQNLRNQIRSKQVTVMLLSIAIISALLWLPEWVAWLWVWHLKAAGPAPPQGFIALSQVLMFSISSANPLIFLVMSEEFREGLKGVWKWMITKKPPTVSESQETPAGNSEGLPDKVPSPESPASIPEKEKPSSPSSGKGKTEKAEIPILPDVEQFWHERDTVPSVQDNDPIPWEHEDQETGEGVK
# MITF primary – inhibitors of human MITF; O75030; AlphaScreen MITF homodimerization, bead proximity signal; inhibition, % at 2.6 µM; 0.91% of 650,000 active; AID 1259374; in the data active means inhibition above about 50%;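 further: 0% = vehicle wells with protein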
# Target sequence (O75030 whole entry, looked up): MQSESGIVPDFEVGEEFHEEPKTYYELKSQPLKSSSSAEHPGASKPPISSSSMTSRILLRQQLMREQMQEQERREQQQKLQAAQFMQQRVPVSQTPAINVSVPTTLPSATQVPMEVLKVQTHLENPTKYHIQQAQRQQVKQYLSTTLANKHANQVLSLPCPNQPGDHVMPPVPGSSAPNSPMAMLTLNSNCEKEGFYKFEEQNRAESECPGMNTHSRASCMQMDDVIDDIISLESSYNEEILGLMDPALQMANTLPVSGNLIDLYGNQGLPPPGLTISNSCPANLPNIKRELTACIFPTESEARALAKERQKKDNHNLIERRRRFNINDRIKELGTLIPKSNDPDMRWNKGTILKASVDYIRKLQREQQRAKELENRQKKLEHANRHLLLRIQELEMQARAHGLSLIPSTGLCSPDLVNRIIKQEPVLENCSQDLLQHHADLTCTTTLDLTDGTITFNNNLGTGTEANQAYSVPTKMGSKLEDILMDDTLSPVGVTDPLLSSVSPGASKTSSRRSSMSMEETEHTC
# Starred values were filed as active, the others as inactive; x = no result given.
molecule,GPR151 ag,FBW7 activator,TEAD-YAP inh,MITF primary
CCS(=O)(=O)c1ncc(Cl)c(C(=O)Nc2ccccc2)n1,-0.8,0.2,-10,11
COc1cc(C2=N/C(=C\c3cc(Br)cs3)C(=O)O2)cc(OC)c1OC,1.4,0.0,5,-3
COc1ccc(NC(=O)CSc2nnc(NC(=O)CN3CCOCC3)s2)cc1,-2.0,-0.1,-4,-8
CCC[C@@H]1NC(=O)[C@@H]2C[C@H](NCc3ccc(Cl)s3)CN2C1=O,-0.2,0.1,7,11
CC(=O)NCCc1c(C)n(Cc2ccccc2)c2ccccc12,1.8,0.1,-19,-6
O=C(O)c1ccccc1C(=O)Nc1cc([N+](=O)[O-])ccc1F,-0.3,0.2,6,14
CN1CCN(CCCNC(=O)Cc2cn(C)c3ccccc23)CC1,0.3,-0.2,6,-27
Cn1c(=O)c2cc(C(=O)Nc3ccc4c(c3)OCCO4)sc2c2ccccc21,0.7,0.0,7,2
CCc1nnc(NC(=O)CSc2nnc(-c3ccccn3)n2Cc2ccccc2)s1,-0.1,-0.1,-3,1
COc1ccc(C(=O)C2CCN(C(=O)NCc3ccccc3)CC2)cc1,1.5,0.4,-2,12
CC(C)OC(=O)c1cccc(NC(=O)CSc2nnc(N)s2)c1,0.0,-0.1,7,14
Fc1ccccc1CSc1ccc2nnc(-c3ccncc3)n2n1,1.4,-0.5,2,5
CSCCN1C(=O)CCC1CCNCc1cc2c(cc1Cl)OCO2 (stereo unspecified),4.6,-0.1,-8,-22
COC(=O)c1ccccc1S(=O)(=O)C1CCN(Cc2cc(OC)cc(OC)c2)CC1,-1.3,-0.1,3,1
CSc1ccc(Cl)c(C(=O)OCC(=O)Nc2ccc3[nH]c(=O)[nH]c3c2)c1,-2.3,0.0,1,2
COc1ccc(-c2nnc3sc(NC(=O)c4ccccc4C)nn23)cc1,2.1,0.1,-2,-5
CCOc1cccc(C2CC(c3ccc(C)cc3)=NC(c3ccccc3F)N2)c1O (stereo unspecified),-0.4,0.1,-8,-12
CCCCOC(=O)C1C2C=CC3(CN(Cc4cccs4)C(=O)C13)O2 (stereo unspecified),0.0,-0.1,-8,13
Cc1cccc(-n2c(CNC(=O)c3ccc(S(=O)(=O)N4CCOCC4)cc3)nnc2SCC(=O)Nc2nc3ccccc3s2)c1,-0.4,0.0,-5,-5
COc1ccc2nc(NC(=O)c3cc(N)cc(N)c3)sc2c1,-0.6,-0.2,-6,16
COc1cc(C=O)ccc1OS(=O)(=O)c1ccc2c(c1)n(C)c(=O)n2C,-0.8,0.0,8,5
O=C(/C=C/c1ccc2c(c1)OCO2)Nc1nc2ccccc2[nH]1,-0.9,-0.1,-66,-5
O=C(CS(=O)(=O)c1cccc2nsnc12)Nc1ccc(Br)cc1F,-0.2,0.3,11,20
COc1ccccc1NC(=O)c1cc2ccccc2o1,1.8,0.1,-78,-6
Cc1ccc(NC(=O)Cc2cccc3c(S(=O)O)cccc23)cc1,-1.0,-0.1,-43,5
O=C(Nc1ccccc1)C1CC(=O)n2ncnc2N1 (stereo unspecified),-0.6,0.3,-6,15
CC1CCC(NC(=O)CN2CCC(n3nnc4ccccc43)CC2)CC1 (stereo unspecified),0.0,0.4,-6,15
O=[N+]([O-])c1ccccc1OCCCOc1cccc2cccnc12,0.9,-0.1,-46,6
CCOC(=O)c1c(NC(=O)CSc2nnc(CNC(=O)c3ccc(OC)c(OC)c3)n2-c2cccc(Cl)c2)sc2c1CCC2,0.0,0.0,5,2
CC(C)Nc1c(-c2ccccc2)nc2ccccn12,0.1,0.2,-1,-4

# Next compounds follow.
molecule,GPR151 ag,FBW7 activator,TEAD-YAP inh,MITF primary
NC(=O)c1ccc(-c2cncc(C(=O)Nc3ccccc3)c2)cc1,0.6,-0.2,0,-9
Fc1ccccc1NC(=S)N(CCCN1CCOCC1)Cc1cccnc1,4.2,0.0,5,8
COc1cccc(N2CCN(c3ccc4nnc(CCC(=O)O)n4n3)CC2)c1,2.2,0.0,-2,4
CCOC(=O)C(=O)Nc1ccc(NC(C)=O)cc1,1.0,-0.1,-8,-3
O=C(O)c1cccnc1SC1CC(=O)N(c2cccc3ccccc23)C1=O (stereo unspecified),1.9,-0.1,-10,0
Cc1cccc(Cn2nc([N+](=O)[O-])cc2C)c1,-1.7,-0.1,-7,6
CN1C=CC=C/C1=C(/C#N)c1nc2ccccc2[nH]1,1.2,0.0,-3,12
Cc1cc(C)c(OCCCN2CCOCC2)c(Cl)c1,1.7,0.2,-8,33
O=C(N/N=C/c1ccc(N2CCOCC2)s1)c1n[nH]c(=O)c2ccccc12,-2.1,0.0,7,15
O=C(NCCN1CCCCCC1)c1ccc2nc(N3CCCCC3)sc2c1,-1.2,0.9,-42,-46
CCS(=O)(=O)Nc1cccc(N2CCC(NCC3CCOCC3)CC2)c1,1.5,0.0,7,7
Cc1ncc(-c2ccncc2)c(C2CCCN(C(=O)c3cccc4cccnc34)C2)n1 (stereo unspecified),1.8,0.0,-13,11
CCOC(=O)N1CCN(C(=O)C(c2ccccc2)c2ccccc2)CC1,-1.1,0.3,11,-16
CN(CC(=O)OCC(=O)c1ccccc1)S(=O)(=O)c1ccc(Cl)c(Cl)c1,1.0,-0.4,3,-1
Cn1cc(-c2ccc(NC(=O)C3COc4ccccc4O3)cc2)cn1 (stereo unspecified),2.1,0.8,-17,20
C=CCOC(=O)C1=C(C)NC(C)=C(C(=O)OCC=C)C1c1ccc(-c2cccc(Br)c2)o1,0.4,0.1,4,5
CCC(=O)Nc1ccccc1NC(C)=O,0.0,0.1,0,-9
CCCCCCCC/C=C\CCCCCCCC(=O)NCC(=O)O,1.2,x,x,-6
CCOC(=O)C1=C(C)N=c2s/c(=C/c3cc(Br)c(N4CCOCC4)o3)c(=O)n2C1c1ccc(OC)c(OC)c1 (stereo unspecified),-0.1,0.1,1,-11
Cc1nn(-c2nc(C)c(C)c(=O)[nH]2)c(C)c1CCC(=O)Nc1ccc(F)c(F)c1F,0.3,0.6,-2,9
CN(C)c1ccc(C2CC(c3ccc(Br)cc3)=NN2c2ccccc2)cc1 (stereo unspecified),0.5,-0.1,-1,4
C=CCc1cccc(/C=N\NC(=O)c2cc(C)oc2C)c1O,-1.3,0.4,3,12
CC(C)(C)c1nc(N2CCCCC2)c2ccccc2n1,0.7,0.1,-2,-6
CS(=O)(=O)N(CC(=O)Nc1ccc2c(c1)OCCO2)c1ccc(Br)cc1,-0.6,-0.1,-65,-2
Nc1nonc1N/N=C/c1ccccc1F,0.2,0.1,3,6
Cn1c(=O)[nH]c(=O)c2c1nc(CN1CCN(c3ccccc3F)CC1)n2Cc1ccccc1,1.6,-0.1,-13,-11
COc1cc(/C=C2\Sc3ccccc3C2=O)cc(OC)c1OC(C)=O,-0.8,-0.1,-20,9
Cc1nnc(NC(=O)CCCN2C(=O)c3cccc4cccc(c34)C2=O)s1,-0.1,-0.1,1,-10
Cc1c(C(=O)NCC2COc3ccccc3O2)sc2ncn(C)c(=O)c12 (stereo unspecified),-0.4,0.0,-72,3
Cc1ccc(C)c(CN2CCN(Cc3ccc(C)o3)C(CCO)C2)c1 (stereo unspecified),-0.8,-0.1,-8,-5

# Other results
molecule,GPR151 ag,FBW7 activator,TEAD-YAP inh,MITF primary
CN(C)S(=O)(=O)c1cccc(CSc2nncs2)c1,0.2,0.0,-1,1
CN1C(=O)/C(=C\c2cccc(Cl)c2)Sc2ccc(C(=O)O)cc21,0.1,0.0,-2,-2
CCN1C(=O)CCN(C)c2ccccc21,-0.1,-0.1,-2,9
O=C(NCc1ccccn1)c1ccc2c(Cl)c3c(nc2c1)CCC3,-0.5,-0.2,-29,22
Cc1c(C(=O)N2CCCCC2C)sc2ncnc(N3CCN(c4ccccc4F)CC3)c12 (stereo unspecified),-0.3,-0.2,-11,-1
CC(=O)NC1C(OCc2ccccc2)OC(CO)C(O)C1OC(C)=O (stereo unspecified),-0.7,0.6,20,11
Cc1cccc(Nc2ccc(N3CCN(C(=O)C4CCCO4)CC3)nn2)n1 (stereo unspecified),-1.2,-0.1,2,4
Cc1cc(C)n2nc(C(=O)N/N=C\c3ccc(N(C)C)cc3)nc2n1,0.5,0.1,-10,0
CCN(CC)C(=O)C1CCCN(c2nc3ccc(C(=O)NCCc4ccc(O)cc4)cc3s2)C1 (stereo unspecified),-0.6,-0.1,-9,4
COc1cc(CN2CCN(C3CCCCC3)C(CCO)C2)cc(OC)c1 (stereo unspecified),0.7,0.5,3,11
Cn1c(=NC(=O)C(C)(C)C)sc2cc3c(cc21)OCCO3,-0.2,0.2,-37,16
C=CCn1c(=N)c(S(=O)(=O)c2ccc(C)cc2)cc2c(=O)n3cccc(C)c3nc21,-0.7,-0.1,-1,-4
CCOC(=O)c1sc(NC(=O)CSc2nnc(CNC(=O)c3cccc(OC)c3)n2C2CCCCC2)c(C(=O)OCC)c1C,-1.1,0.0,6,3
C/C=C/C(=O)OCC(=O)c1ccc(Cl)cc1,1.1,0.2,6,-8
N#Cc1ccc(NC(=O)CSc2ncccn2)cc1,-0.9,-0.1,15,-10
CCSc1ccccc1C(=O)Nc1ccc(C(=O)OC)cc1,-2.0,0.2,-57,7
OCCC1CN(Cc2cccc3ccccc23)CCN1C1CCCC1 (stereo unspecified),0.9,0.1,12,9
FC(F)(F)c1ccc(Cn2cnc3c(Nc4ccc5c(c4)OCO5)nc(Nc4nccc5ccccc45)nc32)cc1,-1.1,0.0,8,20
Cc1ccc(S(=O)(=O)N(C)CC(=O)NNC(=O)Cn2cnc3ccccc3c2=O)cc1,-0.1,0.2,3,0
CN(C)c1ccc(/C=C2\SC(N3CCN(CCO)CC3)=NC2=O)cc1,0.0,0.1,5,17
O=C1C=CC(=O)N1c1cc(C(F)(F)F)ccc1Cl,0.1,0.0,6,-5
CC1CCc2c(sc(NC(=O)COc3cccc(Br)c3)c2C#N)C1 (stereo unspecified),-1.4,0.3,3,4
COc1cccc(-c2cncc(-c3ccccc3N(C)C)n2)c1,-1.2,-0.2,8,-6
C/C(=C\c1ccccc1)CN1CCc2c(nc(N3CC(C)OC(C)C3)[nH]c2=O)C1 (stereo unspecified),-0.8,-0.2,-1,-5
Cc1[nH]nc2oc(=O)cc(-c3ccccc3)c12,-0.9,-0.1,-5,6
COc1ccc(N2C(=O)C3C(C(C)=O)=NN(c4ccc(C)cc4)C3C2=O)cc1 (stereo unspecified),2.4,-0.4,3,1
Cc1cc(C(=O)N/N=C/c2cccn2C)n[nH]1,-0.3,0.4,-16,3
CCC(C)c1ccc(NC(=O)Cn2nnc(-c3ccc(F)cc3)n2)cc1 (stereo unspecified),2.2,-0.1,-1,4
O=C(NCCCN1CCOCC1)c1ccc(Cl)c(-n2ncc3cc(Nc4c(Cl)cccc4Cl)ccc32)c1,0.2,0.0,9,-2
CCCC1(C(=O)OCC)NC(c2ccco2)C2C(=O)N(C)C(=O)C21 (stereo unspecified),-1.1,0.1,-2,-4

# Compound profiles, as listed above.
# O=C(NCCCN1CCOCC1)c1ccc(Cl)c(-n2ncc3cc(Nc4c(Cl)cccc4Cl)ccc32)c1 is entered as GPR151 ag: 0.2; FBW7 activator: 0.0; TEAD-YAP inh: 9; MITF primary: -2
# FC(F)(F)c1ccc(Cn2cnc3c(Nc4ccc5c(c4)OCO5)nc(Nc4nccc5ccccc45)nc32)cc1 is entered as GPR151 ag: -1.1; FBW7 activator: 0.0; TEAD-YAP inh: 8; MITF primary: 20

# (continued)
molecule,GPR151 ag,FBW7 activator,TEAD-YAP inh,MITF primary
S=c1nc(-c2ccccc2)n(-c2ccccc2)c2c1CCCC2,-0.6,-0.1,5,15
COc1ccc(N=Cc2ccccc2[N+](=O)[O-])cc1,0.9,0.2,12,5
Cc1cccc(-n2cc[nH]c2=S)c1C,1.9,-0.1,-4,-5
CCCOc1ccc(C2Nc3ccccc3NC3=C2C(=O)CC(C)(C)C3)cc1OC (stereo unspecified),0.0,-0.4,2,1

# In the list so far, ten have a thiophene ring, fused or not:
molecule,GPR151 ag,FBW7 activator,TEAD-YAP inh,MITF primary
COc1cc(C2=N/C(=C\c3cc(Br)cs3)C(=O)O2)cc(OC)c1OC,1.4,0.0,5,-3
CCC[C@@H]1NC(=O)[C@@H]2C[C@H](NCc3ccc(Cl)s3)CN2C1=O,-0.2,0.1,7,11
Cn1c(=O)c2cc(C(=O)Nc3ccc4c(c3)OCCO4)sc2c2ccccc21,0.7,0.0,7,2
CCCCOC(=O)C1C2C=CC3(CN(Cc4cccs4)C(=O)C13)O2 (stereo unspecified),0.0,-0.1,-8,13
CCOC(=O)c1c(NC(=O)CSc2nnc(CNC(=O)c3ccc(OC)c(OC)c3)n2-c2cccc(Cl)c2)sc2c1CCC2,0.0,0.0,5,2
O=C(N/N=C/c1ccc(N2CCOCC2)s1)c1n[nH]c(=O)c2ccccc12,-2.1,0.0,7,15
Cc1c(C(=O)NCC2COc3ccccc3O2)sc2ncn(C)c(=O)c12 (stereo unspecified),-0.4,0.0,-72,3
Cc1c(C(=O)N2CCCCC2C)sc2ncnc(N3CCN(c4ccccc4F)CC3)c12 (stereo unspecified),-0.3,-0.2,-11,-1
CCOC(=O)c1sc(NC(=O)CSc2nnc(CNC(=O)c3cccc(OC)c3)n2C2CCCCC2)c(C(=O)OCC)c1C,-1.1,0.0,6,3
CC1CCc2c(sc(NC(=O)COc3cccc(Br)c3)c2C#N)C1 (stereo unspecified),-1.4,0.3,3,4
